Screening data from PubChem BioAssay.
BL2 CD40 inh: CD40 pathway inhibition in BL2 cells; BL2 NF-kB luciferase reporter, CD40L-induced, 4 h; inhibition, % at 10 µM; hit rate 0.94% among 83,000;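 active means mean inhibition of at least 50% with a set share of replicates also reaching that level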;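 further: 0% = neutral control wells and 100% = IKK inhibitor VII at 50 µM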
An asterisk follows results filed as active; & = joins results of further samples; [ ] = dose if it differs, or a comment.

SMILES | BL2 CD40 inh
Cc1ccc(-c2ccc(C3[C@H]4CNC[C@@H]3N4C(=O)Nc3ccccc3Cl)cc2)cc1 (stereo not given in full) | -77.6&-33.9
Cc1ccc(C)c(NC(=O)CCC(=O)N/N=C/c2ccc[nH]2)c1 | -1.6
COc1ccc(O)c(C(=O)c2cnn(-c3ccccn3)c2)c1 | -51.9
CC1(Cc2c(Cl)cccc2Cl)C(=O)Nc2cc(-c3ccccc3Cl)ccc21 (stereo not given) | 6.1
COc1cccc(S(=O)(=O)N2CC[C@@H]3[C@H]2c2cc(-c4ccc(C#N)cc4)ccc2N[C@@H]3CO)c1 | -14.4[25 µM]
N#C[C@H]1[C@@H](c2ccc(-c3ccccc3)cc2)[C@@H](CO)N1C(=O)Cc1ccncc1 | -1.3
COC(=O)c1ccc(/C=N/NC(=O)c2cccc(F)c2)cc1 | -37.8
O=C(c1cn(-c2ccccc2)nc1-c1cccnc1)N1CCN(S(=O)(=O)c2cccc(F)c2)CC1 | 2.9
Cc1nc(N)sc1-c1csc(Nc2ncccn2)n1 | -88.1
NS(=O)(=O)c1ccc(CCNC(=O)/C=C/c2ccccc2[N+](=O)[O-])cc1 | -0.8
COCC(=O)NC[C@H]1[C@@H](c2ccccc2)[C@@H](CO)N1C(=O)c1ccccc1 | -1.5[25 µM]
NC(=O)NC(=O)COC(=O)c1ccc(OC(F)(F)F)cc1 | 1.2
O=C(CNC(=O)c1cccs1)NCCN1CCN(Cc2ccccc2)CC1 | 9.8
C/C=C/c1ccccc1[C@@H]1[C@@H](C#N)N(C(=O)CN2CCOCC2)[C@@H]1CO | -1.9[25 µM]
O=C(Nc1ccccc1F)N1C[C@H]2[C@@H](c3ccccc31)[C@@H](CO)N2C(=O)Cc1cccnc1 | -0.3[25 µM]
Cc1ccc(-c2ccccc2NC(=O)C2C3C=CC(C3)C2C(=O)O)o1 (stereo not given) | 2.1
CC(C)CC#Cc1ccc([C@@H]2[C@H](CO)N3C(=O)CN(S(=O)(=O)c4cccc(F)c4)C[C@@H]23)cc1 | -3.3[25 µM]
CCCNC(=O)[C@H]1[C@H](CO)[C@H]2Cn3c(ccc(C4=CCCC4)c3=O)[C@H]2N1Cc1ccccc1 | -7.1[25 µM]
c1ccc(CN2[C@@H]3CNC[C@H]2C3c2ccc(-c3ccncc3)cc2)nc1 (stereo not given in full) | -1.8[25 µM]
CCN(CC)C(=O)N1CCc2ccccc21 | 4.4
COc1cccc(CN(C)Cc2nc(Cc3ccccc3Cl)no2)c1 | 8.8
CN(C)Cc1cn(CC[C@@H]2CC[C@@H](NC(=O)Cc3cccnc3)[C@@H](CO)O2)nn1 | -2.2[25 µM]
CO[C@@H](CN(C)C(=O)c1ccccc1F)[C@@H](C)CN([C@@H](C)CO)S(=O)(=O)c1ccccc1 | 3.6
COc1ccc(C(=O)Nc2sc(C)c(C)c2CN2CCOCC2)cc1 | -119.3
O=C(Nc1cccnc1)C1Cc2c(-c3ccco3)ccnc2O1 (stereo not given) | 9.0
Cc1ccc(S(=O)(=O)N2CC[C@H]3[C@H](CO)Nc4ccc(-c5cccc(C(=O)N(C)C)c5)cc4[C@H]32)cc1 | -37.7[25 µM]
CCNC(=O)[C@@H]1[C@@H](CO)[C@@H]2Cn3c(ccc(C4=CCCCC4)c3=O)[C@H]1N2CC | -3.8[25 µM]
COC(=O)c1ccc(S(=O)(=O)NC(C)(C)C)n1C | 3.9
CC(=O)Nc1nc(C2COc3ccccc3O2)cs1 (stereo not given) | -32.4
O=C(c1ccccn1)N1C[C@H]2[C@@H](c3ccccc31)[C@H](CO)N2C(=O)C1CCCC1 | -5.3
O=C(O)c1ccccc1C(=O)c1ccc(Oc2ccccc2)cc1 | 2.1
Cc1nn(CC(=O)N2CCN(S(=O)(=O)c3ccccc3)CC2)c(C)c1[N+](=O)[O-] | -8.6
C[C@@H]1CN([C@H](C)CO)C(=O)c2ccccc2-c2ccccc2CO[C@@H]1CN(C)C(=O)Nc1ccccc1 | -6.5
Cc1[nH]c2ccccc2c1SCC(=O)NC1CCCCC1 | -0.5
COc1ccc(S(=O)(=O)Cc2ccc(C(=O)N3CCc4ccccc4C3)o2)cc1 | 9.6
Cc1cnc(CN(C)C(=O)C2CCC(=O)N(CCc3ccc(Cl)cc3)C2)[nH]1 (stereo not given) | -3.0
COc1ccc(S(=O)(=O)N2CCC(C(=O)Nc3ccc(S(=O)(=O)N4CCCC4)cc3)CC2)cc1OC | -1.6
CO[C@H](CN(C)C(=O)c1ccc2c(c1)OCO2)[C@@H](C)CN([C@H](C)CO)S(=O)(=O)c1ccc(Cl)cc1 | 5.5[25 µM]
COc1ccc(CNC(=O)c2onc(C)c2Cl)cc1 | -7.0
O=C(Cc1ccccc1)NCCS(=O)(=O)N1CCN(c2cccc(Cl)c2)CC1 | -1.5
Cc1nc2ccc(S(=O)(=O)N(C)CC(=O)NC(C)c3ccccc3)cc2s1 (stereo not given) | 9.3
O=S1(=O)C=CC(N2CCOCC2)C1 (stereo not given) | 6.1
O=C1c2cccnc2Oc2ccc(Cl)cc2N1Cc1ccc(F)cc1 | 4.9
Cc1cc(C)c(OCC(=O)OCC(=O)NCC2CCCCC2)c(C)c1 | 8.7
Cc1cc(NC(=O)CN2CCC(C)CC2)no1 | 0.4
COc1ccc(/C=N/NC(=O)c2ccc3c(c2)OCO3)cc1 | -34.6
CC1(C)CC(=O)C(Sc2nnc(-c3ccc(NS(C)(=O)=O)cc3)n2Cc2ccco2)C(=O)C1 | 12.5
O=C(c1ccccc1)N1CCOC(O)(c2ccccc2)C1c1ccccc1 (stereo not given) | -6.1
CC(=O)c1cccc(NC(=O)CN2C(=O)NC(C)(c3ccc4c(c3)OCCCO4)C2=O)c1 (stereo not given) | 4.2
O=C(CCC1CCCC1)Nc1ccon1 | 6.4
COC(=O)C1=C(C)N(Cc2ccco2)C(=O)/C1=C\c1ccc([N+](=O)[O-])cc1 | -10.1
COc1ccc(C2C(C(=O)Nc3cccc(OC)c3)c3ccccc3C(=O)N2C)cc1 (stereo not given) | 5.8
O=C(c1ccccn1)N1C[C@H]2[C@@H](c3ccccc31)[C@@H](CO)N2C(=O)Nc1ccccc1Cl | 7.0[25 µM]
O=C1c2ccccc2C2NC(=O)C3(CCCCC3)N12 (stereo not given) | -3.6
O=C(NCc1ccco1)c1ccccc1NS(=O)(=O)c1cccs1 | 7.7
COc1ccc(S(=O)(=O)N2CCOCC2)cc1NC(=O)COc1ccc(C(C)=O)cc1OC | 4.9
CC(C)NC(=O)CCCc1cn(C)c2ccccc12 | -5.1
CCN1CCN(C(=O)c2ccc3c(=O)n(CCC4=CCCCC4)c(=O)[nH]c3c2)CC1 | -7.8
CC(=O)C1=C(C)NC(SCC(N)=O)=C(C#N)C1c1ccco1 (stereo not given) | 16.8
FC(F)(F)c1cnc(-c2cnc3c(-c4ccc(Cl)cc4)cnn3c2)c(Cl)c1 | 0.3
Additional results:
SMILES | BL2 CD40 inh
COc1ccc(-c2ccc3c(c2)[C@@H]2[C@@H](CCN2C(=O)C2CCCC2)[C@H](CO)N3C)cc1 | 38.1
COc1cc(C(=O)OCC(=O)NC2CCS(=O)(=O)C2)c([N+](=O)[O-])cc1OC (stereo not given) | 32.7
COCCN(C(=O)COC(=O)CCc1c[nH]c2ccccc12)c1c(N)n(Cc2ccccc2)c(=O)[nH]c1=O | 5.2
CCCCC(=O)N1CCCC(C(=O)OCC)C1 (stereo not given) | 4.4
CO[C@H]1CN(C)C(=O)c2cc(NC(=O)NC3CCCCC3)ccc2OC[C@H](C)N(CC2CC2)C[C@@H]1C | -0.7
Cc1ccc(-c2noc(-c3ccno3)n2)cc1 | -38.8
O=C(O)c1cccc(NC(=O)c2cccc(S(=O)(=O)N3CCc4ccccc4C3)c2)c1 | -4.4
Cc1ncc(CO)c(/C=N/NC(=O)c2cc(Br)ccc2O)c1O | 10.1
C[C@@H]1CN([C@@H](C)CO)C(=O)c2c(c3ccccc3n2C)-c2ccccc2CO[C@@H]1CN(C)S(=O)(=O)CC(F)(F)F | -17.2[25 µM]
COc1ccc(C(=O)c2c[nH]cc2-c2ccccc2)cc1 | -0.4
COc1cccc(-c2ccc([C@H]3[C@@H](CO)N(C(=O)c4ccccn4)[C@H]3C#N)cc2)c1 | -9.7
O=C(NC1CCC1)[C@H]1[C@H](CO)[C@H]2Cn3c(ccc(-c4ccncc4)c3=O)[C@H]2N1CC1CC1 | -0.7[25 µM]

4 of these compounds, reformatted:
> Cc1ncc(CO)c(/C=N/NC(=O)c2cc(Br)ccc2O)c1O
  BL2 CD40 inh = 10.1
> COc1cc(C(=O)OCC(=O)NC2CCS(=O)(=O)C2)c([N+](=O)[O-])cc1OC (stereo not given)
  BL2 CD40 inh = 32.7
> COc1ccc(C(=O)c2c[nH]cc2-c2ccccc2)cc1
  BL2 CD40 inh = -0.4
> COCCN(C(=O)COC(=O)CCc1c[nH]c2ccccc12)c1c(N)n(Cc2ccccc2)c(=O)[nH]c1=O
  BL2 CD40 inh = 5.2

6 neighbouring records out of the list so far, quoted:
SMILES | BL2 CD40 inh
O=C(O)c1cccc(NC(=O)c2cccc(S(=O)(=O)N3CCc4ccccc4C3)c2)c1 | -4.4
Cc1ncc(CO)c(/C=N/NC(=O)c2cc(Br)ccc2O)c1O | 10.1
C[C@@H]1CN([C@@H](C)CO)C(=O)c2c(c3ccccc3n2C)-c2ccccc2CO[C@@H]1CN(C)S(=O)(=O)CC(F)(F)F | -17.2[25 µM]
COc1ccc(C(=O)c2c[nH]cc2-c2ccccc2)cc1 | -0.4
COc1cccc(-c2ccc([C@H]3[C@@H](CO)N(C(=O)c4ccccn4)[C@H]3C#N)cc2)c1 | -9.7
O=C(NC1CCC1)[C@H]1[C@H](CO)[C@H]2Cn3c(ccc(-c4ccncc4)c3=O)[C@H]2N1CC1CC1 | -0.7[25 µM]

(further entries)
SMILES | BL2 CD40 inh
Cc1nc2ccc(Br)cc2c2c1CC(CO)O2 (stereo not given) | 1.1
CCCNC(=O)[C@H]1[C@H](CO)[C@H]2Cn3c(ccc(-c4ccc(OC)cc4)c3=O)[C@@H]1N2CC | 5.0[25 µM]
CCC(=O)N1[C@H](CO)[C@@H]2c3ccccc3N(C(=O)c3cnccn3)C[C@@H]21 | 2.5[25 µM]
COc1ccc(OC(=O)N(C)C[C@@H]2OCc3ccccc3-c3ccccc3C(=O)N([C@H](C)CO)C[C@H]2C)cc1 | -3.6
CCn1nnc2cc(C(=O)O)ccc21 | 3.7
COc1cccc(NC(=O)N2CC(=O)N3[C@H](C2)[C@H](c2ccc(C4=CCCCC4)cc2)[C@@H]3CO)c1 | 13.9[25 µM]
Cc1ccc(C)c(N2CCN(C(=O)C3CCN(c4nc(C)cc(C)n4)CC3)CC2)c1 | 18.7
COC(=O)c1cc(NC(=O)CN2C(=O)C(=O)N(C3CCCC3)C2=O)cc(C(=O)OC)c1 | 13.7
O=C(Nc1cccc(-c2nc3ccccc3[nH]2)c1)c1ccco1 | -21.5
CC(C)NC(=O)C1(C)CCN1C(=O)c1cccc(Cl)c1 (stereo not given) | 5.2
COc1ccccc1N1CCN(C(=O)c2ccncc2)CC1 | 5.2
Cc1cc(C)n(-c2nc3c(c(=O)[nH]c(=O)n3C)n2Cc2ccccc2)n1 | -0.3

Grouped by structure, the compounds so far containing a thiophene ring, fused or not (3)
SMILES | BL2 CD40 inh
O=C(CNC(=O)c1cccs1)NCCN1CCN(Cc2ccccc2)CC1 | 9.8
COc1ccc(C(=O)Nc2sc(C)c(C)c2CN2CCOCC2)cc1 | -119.3
O=C(NCc1ccco1)c1ccccc1NS(=O)(=O)c1cccs1 | 7.7

(more compounds)
SMILES | BL2 CD40 inh
O=C(CC(=O)c1ccccc1)Nc1ccc2c(c1)OCCO2 | -44.2
COc1ccc2c(c1)O[C@H]1c3ccc(O)cc3OC[C@@H]21 | -39.4
O=C(C1Cc2ccccc2CN1C(=O)c1ccccc1)N1CCN(c2ccccc2)CC1 (stereo not given) | 13.8
C[C@@H]1CCCCO[C@@H](CN(C)C(=O)Nc2ccccc2)[C@H](C)CN([C@@H](C)CO)C(=O)c2cc(NC(=O)Nc3ccc4c(c3)OCO4)ccc2O1 | 3.1
COCC(=O)N1[C@H](CO)[C@H]2c3ccccc3NC[C@H]21 | -1.7[25 µM]
CCOC(=O)c1ccccc1NC(=O)COC(=O)C1CC(=O)N(CCc2ccccc2)C1 (stereo not given) | -6.3
COc1ccc(CCN=C(N)Nc2nc(C)cc(C)n2)cc1 | 27.0
O=C(Cn1c(=O)c2cccn2c2ccccc21)Nc1ccc(F)cc1F | -8.4
O=C(CSC1=Nc2ccccc2C2CC=NN12)Nc1ccc(F)cc1Cl (stereo not given) | 6.0
C[C@@H]1CN([C@@H](C)CO)C(=O)c2cccc(N(C)C)c2O[C@@H]1CN(C)Cc1ccccc1 | 0.6
CCOC(=O)c1sc2ncc([N+](=O)[O-])cc2c1N | -15.5
CCOC(=O)c1oc2ccccc2c1NC(=O)CN1CCOCC1 | -1.4
COc1ccc(CCNC2=NCCS2)cc1 | -18.5
CO[C@H](CN(C)S(=O)(=O)c1cn(C)cn1)[C@H](C)CN(C(=O)Nc1ccc(C(F)(F)F)cc1)[C@@H](C)CO | -3.7[25 µM]
CC(=O)N1[C@H](CO)[C@H](c2ccc(-c3ccccc3F)cc2)[C@@H]1CNC(C)C | -4.5[25 µM]
N#C[C@H]1[C@@H](c2ccccc2-c2ccc(F)cc2)[C@@H](CO)N1C(=O)NC1CCCCC1 | 34.7[25 µM]
O=C(CSc1nnc2ccc(-c3ccc(F)cc3)nn12)N1CCOCC1 | 2.8
Cc1ccc(C(=O)NNC(=O)c2ccccc2-n2cccc2)cc1 | -9.6
CO[C@H]1CN(C)C(=O)c2cc(NC(=O)C3CCCC3)ccc2OC[C@H](C)NC[C@@H]1C | -17.2
CN(C)C(=O)c1ccc(-c2ccc([C@H]3[C@@H](C#N)N(C(=O)C4CCC4)[C@@H]3CO)cc2)cc1 | -1.0
CCOC(=O)c1[nH]c2ccc(OC)cc2c1NC(=O)N1CCOCC1 | -1.2
CCN(CC)S(=O)(=O)c1ccc(C)c(C)c1 | -32.6
Cc1nn(C)c(C)c1NC(=O)c1ccc(Br)o1 | 0.2

An excerpt; count on the stated rates, not on these rows.
